Kir21 block – Kir2.1 (mouse) channel inhibition; HEK293-Kir2.1, FluxOR thallium flux fluorescence; hits give low values; 0.85% of 310,000 active; B-score at 10 µM; P35561; AID 1672;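 active means fluorescence ratio B-score at or below minus 3 SD of library scores, with starting-brightness B-score within 2 SD, cut at about -4.2 in these data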;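 further: channel flux triggered by added potassium and thallium sulfate stimulus; B-score of peak minus minimum fluorescence over baseline after thallium stimulus; more negative B-score means stronger Kir2.1 block with less thallium influx; some compounds called inactive have numbers as strong as hits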
Target sequence (P35561 whole entry, looked up): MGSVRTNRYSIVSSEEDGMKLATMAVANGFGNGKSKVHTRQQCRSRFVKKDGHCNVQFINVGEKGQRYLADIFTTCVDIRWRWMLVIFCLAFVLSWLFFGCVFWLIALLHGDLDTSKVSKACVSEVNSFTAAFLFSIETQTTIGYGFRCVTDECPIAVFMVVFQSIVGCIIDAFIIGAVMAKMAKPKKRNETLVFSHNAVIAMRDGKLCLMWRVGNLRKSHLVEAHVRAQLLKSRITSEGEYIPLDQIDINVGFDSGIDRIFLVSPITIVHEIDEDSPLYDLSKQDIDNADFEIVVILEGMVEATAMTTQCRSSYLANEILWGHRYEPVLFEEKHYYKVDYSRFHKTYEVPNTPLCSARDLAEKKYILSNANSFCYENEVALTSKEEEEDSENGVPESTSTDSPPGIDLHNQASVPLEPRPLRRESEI
KCNQ2 inh – KCNQ2 potassium channel inhibitors, primary screen, cell-based, CHO-K1, FluxOR thallium flux, B-score (AID 2156) | 1.1% of 310,000 active | 20 min; hits give low values | O88943 | B-score at 10 µM;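 active means fluorescence ratio B-score at most minus 3 library SDs, with starting brightness B-score within 2 library SDs, cut at about -5.5 in these data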
An asterisk follows results filed as active; i = inactive.

entry	Kir21 block	KCNQ2 inh	Compound
1	1.3	i	CCC(C)NCCOCCOc1ccc(C)cc1OC (stereo unspecified)
2	-1.3	i	COC(=O)C1=C(C)Nc2ncnn2C1c1ccc(OC(=O)c2ccccc2)cc1 (stereo unspecified)
3	0.5	i	COc1ccc(S(=O)(=O)N2CCCCC2)cc1NS(=O)(=O)c1cc(Cl)ccc1Cl
4	-1.6	i	O=C(Nc1cccc([N+](=O)[O-])c1)c1ccc(CN2CCOCC2)cc1
5	1.1	i	Cc1nc(NC(=O)CCc2ccccc2)sc1C
6	0.14	i	Cc1cc(C(F)(F)F)nc(SCC(=O)NC2CCCCC2)n1
7	-0.03	i	O=C(Cn1sc2ccccc2c1=O)N1CCN(C(=O)c2ccco2)CC1
8	0.31	i	COc1cccc(C(=O)NN/C(C)=C/C(=O)C(F)(F)C(F)(F)C(F)(F)F)c1
9	0.57	i	Cc1ccccc1N1C(=O)c2sc3nc4c(c(=O)n3c2C1=O)CCC4
10	1.4	i	CCOc1ccc(S(=O)(=O)Nc2ccc3c(c2)c2c(n3S(=O)(=O)c3ccc(OCC)cc3)CCCC2=O)cc1
11	0.36	i	CC1CCN(C(=O)COc2ncnc3ccccc23)CC1
12	-0.59	i	CN(CCNC(=O)C1CCC(=O)N(Cc2cccc(F)c2)C1)CCc1ccccc1 (stereo unspecified)
13	-0.28	i	O=C(c1ccc(S(=O)(=O)Cc2ccccc2F)c([N+](=O)[O-])c1)N1CCCC1
14	0.01	i	COCCn1c(SCC(=O)Nc2ccc(F)cc2)nc2c([nH]c3ccccc32)c1=O
15	-1.2	i	Cn1ncc2c(Nc3ccc(Br)cc3)nc(Nc3ccc(Br)cc3)nc21
16	-0.8	i	O=c1c2c(-c3cccs3)csc2ncn1-c1ccc(Br)cc1
17	-1.8	-5.8*	CCc1nc2ccccc2c(C(=O)OCC(=O)NCc2ccc3c(c2)OCO3)c1C
18	2.5	i	CCOC(=O)c1ccc2nc(C)c3c(c2c1)OC(C)C3 (stereo unspecified)
19	0.46	i	CCN(CC)S(=O)(=O)c1cc(NC(=O)c2n[nH]c(=O)c3ccccc23)ccc1C
20	1.3	i	CC1=C(C(=O)OC(C)C)C(c2cn(-c3ccccc3)nc2-c2cccs2)NC(=O)N1 (stereo unspecified)
21	0.74	i	c1ccc(OCc2nc(-c3cccs3)no2)cc1
22	-0.17	i	O=S(=O)(NCc1cccnc1)c1ccc(Cl)nc1
23	-0.02	i	Cc1nnc(SCC(=O)Nc2ccc([N+](=O)[O-])cc2)n1CC1CCCO1 (stereo unspecified)
24	0.63	i	C[C@@H](C(=O)NCc1ccccc1)[C@@H]1C[C@@]1(C)[C@@H](NC(=O)OCc1ccccc1)c1ccccc1
25	-0.24	i	Cc1ccc(C(=O)NNc2nc3ccccc3nc2C(F)(F)F)cc1
26	-0.74	i	COc1nc(-c2ccccc2)c2cc(Br)ccc2n1
27	-0.8	i	COc1ccc(-n2c(SCC(=O)NCc3ccco3)nnc2-c2c[nH]c3ccccc23)cc1
28	-0.14	i	O=C(CC(=O)NCc1ccc(Cl)cc1)NCc1ccccc1
29	-0.61	i	O=C(NN1CCCCC1)c1cccc(COc2ccc(Cl)cc2)c1
30	0.03	i	O=C(NCCc1ccc(Cl)cc1)c1cccc(N2CCCC2=O)c1
31	0.06	i	O=C(Cn1c(-c2ccccn2)nc2ccccc21)N/N=C/c1ccccn1
32	0.44	i	Fc1ccccc1Cc1noc(CN2CCN(Cc3ccc4c(c3)OCO4)CC2)n1
33	-0.71	i	CC1C(c2ccccc2)=[N+]([O-])C2(CCCC2)N1O (stereo unspecified)
34	-0.61	i	COc1cccc(NC(=O)Nc2ccccc2C(N)=O)c1
35	1.8	i	CCOC(=O)N1CCN(c2c(NCc3ccccc3OC)c(=O)c2=O)CC1
36	0.49	i	CCOCCCNC(=O)C(c1ccc(OC)cc1)N(Cc1cccs1)C(=O)c1ccccc1O (stereo unspecified)
37	0.03	i	O=C(O)C(=O)/C(=C\c1cccc(Cl)c1)c1ccc2ccccc2n1
38	2.3	i	O=C(O)Cc1ccc(-c2ccccc2-c2ccccc2)cc1
39	-2	i	O=C1c2cccc3cccc(c23)C(=O)N1CCCn1ccnc1
40	0.35	i	CCC(C)NC(=O)[C@H](CSCc1ccccc1)N1Cc2ccccc2C1=O (stereo partly specified)

Some of the entries above, set out differently.
30: O=C(NCCc1ccc(Cl)cc1)c1cccc(N2CCCC2=O)c1
  Kir21 block: 0.03
  KCNQ2 inh: i
23: Cc1nnc(SCC(=O)Nc2ccc([N+](=O)[O-])cc2)n1CC1CCCO1 (stereo unspecified)
  Kir21 block: -0.02
  KCNQ2 inh: i
27: COc1ccc(-n2c(SCC(=O)NCc3ccco3)nnc2-c2c[nH]c3ccccc23)cc1
  Kir21 block: -0.8
  KCNQ2 inh: i
31: O=C(Cn1c(-c2ccccn2)nc2ccccc21)N/N=C/c1ccccn1
  Kir21 block: 0.06
  KCNQ2 inh: i

Other results follow:
entry	Kir21 block	KCNQ2 inh	Compound
41	0.05	i	CC1NC(=O)NC1CCCCCC(=O)Nc1ccc(F)cc1 (stereo unspecified)
42	1.5	i	O=C1C(C=NCc2ccncc2)=C(O)c2ccccc21
43	-0.73	i	O=C(CCN1C(=O)c2ccccc2C1=O)N1CCN(C2c3ccccc3-c3ccccc32)CC1
44	1.2	i	Cc1ccc([N+](=O)[O-])cc1NC(=S)NC(=O)c1cccs1
45	0.62	i	CN(C(=O)COC(=O)c1cc(NS(=O)(=O)c2cc([N+](=O)[O-])ccc2Cl)ccc1O)C1CCCCC1
46	-1.3	i	c1cncc(CNc2nc(-c3cccnc3)nc3ccccc23)c1
47	-0.55	i	COc1cc2c(C(=O)NCCCOC(C)C)cn(CC(C)C)c(=O)c2cc1OC
48	-1.9	i	COc1ccc([N+](=O)[O-])cc1NC(=O)c1ccc(-n2nc(C)cc2C)cc1
49	0.67	i	COc1ccc(/C=N\Nc2ccccn2)c(OC)c1
50	-0.5	i	COc1ccc(NC(=O)CSc2nc3[nH]ncc3c(=O)[nH]2)cc1OC
51	-0.62	i	COc1ccccc1CCNC(=O)C(=O)Nc1cc2c3c(c1)C(C)C(=O)N3CCC2 (stereo unspecified)
52	0.21	i	Cc1ccc(SC[C@H](CC(C)C)N2CCN(CCc3ccccc3)CCC2=O)cc1
53	-1.6	i	CCOc1cccc(/C=N/NC(=O)c2cccnc2)c1O
54	2.3	i	CCSc1nnc(NC(=O)C2CCCCC2)s1
55	-0.36	i	Nc1nonc1-c1noc(N2CCOCC2)n1
56	0.6	i	CSc1ccc(/C=C(/NC(=O)c2ccc(C)cc2)C(=O)Nc2cccc(C)c2)cc1
57	2.2	i	Nc1ncnc2c1ncn2Cc1ccccc1
58	0.15	i	CCC(Sc1ccc2nnc(-c3ccc(F)cc3)n2n1)C(=O)OC (stereo unspecified)
59	0.01	i	Cc1cccc(N(CC(=O)N2CCN(c3ccccc3F)CC2)S(C)(=O)=O)c1
60	-0.43	i	CCOC(=O)c1nnn2c1nc(SCC(C)=O)c1ccccc12

Record cards, as listed above.
Nc1nonc1-c1noc(N2CCOCC2)n1 is listed as Kir21 block: -0.36; KCNQ2 inh: i
CCSc1nnc(NC(=O)C2CCCCC2)s1 is listed as Kir21 block: 2.3; KCNQ2 inh: i

(list continues)
entry	Kir21 block	KCNQ2 inh	Compound
61	-0.07	i	Cc1cc(C)cc(N(C(=O)c2ccco2)C(C(=O)NC2CCCC2)c2ccncc2)c1 (stereo unspecified)
62	-0.21	i	O=C(Nc1ccc2c(c1)CCC2)c1cccc(S(=O)(=O)N2CCN(c3ccc(F)cc3)CC2)c1
63	0.68	i	CN(C)CCN(C(=O)c1ccco1)c1nc2cc3c(cc2s1)OCCO3
64	-0.81	i	O=C(Nc1cccc(C(F)(F)F)c1)C1CCN(S(=O)(=O)c2cnc[nH]2)CC1
65	1.5	i	COc1ccc(NC(=O)ON=C2c3ccccc3-c3ccccc32)cc1
66	0.83	i	Cc1ccc(C(CC(=O)NCc2ccco2)c2ccc(OC(C)C)cc2)cc1 (stereo unspecified)
67	-0.67	i	CCNCc1ccc(OCc2ccccc2F)c(OC)c1
68	0.37	i	COc1ccc(-c2nn(C)c3sc(C(=O)N4CCOCC4)cc23)cc1OC
69	0.05	i	CCCC/C(C)=N/NC(=O)Nc1ccccc1
70	2.4	i	CN(C)c1ccc(C(=S)N2CCN(C(=S)Nc3ccc(Cl)cc3)CC2)cc1
71	0.54	i	CCOC(=O)C(C(C)=O)C(c1ccc(OCCC(C)C)cc1)C(C(C)=O)C(=O)OCC (stereo unspecified)
72	-5.7*	i	Cc1ccc(S(=O)(=O)CCCS(=O)(=O)c2ccc(C)cc2)cc1
73	0.29	i	CCN(CC)Cc1c(C(=O)N/N=C/c2ccco2)nnn1-c1nonc1N
74	-1.2	i	COCC(C)NC(=O)c1oc2c(c1C)C1(CCC2)SCCS1 (stereo unspecified)
75	0	i	C#CCN(CC=C)C(=O)c1ccc(OC2CCN(S(=O)(=O)N(C)C)CC2)cc1
76	-0.14	i	O=C1OCC2=C1C(c1ccc(F)cc1)CC(=O)N2c1ccc(F)cc1 (stereo unspecified)
77	-0.03	i	Cc1ccc(NC(=O)CCC(=O)N2CCC(C)CC2)c([N+](=O)[O-])c1
78	-0.13	i	COc1ccc(C(=O)N2CCC(C(=O)Nc3ccc(C)cc3)CC2)cc1
79	0.1	i	O=C(Cn1cc2c(n1)CCCCC2)NCCN1CCOCC1
80	-0.02	i	COc1ccccc1C(NC(=O)C1CCCCC1)c1c(O)ccc2ccccc12 (stereo unspecified)

Gathered by group: the entries above containing a COOH group
entry	Kir21 block	KCNQ2 inh	Compound
37	0.03	i	O=C(O)C(=O)/C(=C\c1cccc(Cl)c1)c1ccc2ccccc2n1
38	2.3	i	O=C(O)Cc1ccc(-c2ccccc2-c2ccccc2)cc1

Following part
entry	Kir21 block	KCNQ2 inh	Compound
81	-0.14	i	CCCCOC(=O)c1ccc(N=Nc2c(C)c(C#N)c(O)[nH]c2=O)cc1
82	0.02	i	COc1ccc(C2CC(c3ccc(Cl)cc3)Nc3nc(NC(=O)c4ccco4)nn32)cc1 (stereo unspecified)
83	-0.18	i	COc1ccc(C(=O)c2ccsc2N)cc1
84	-0.1	i	COCCSc1ccccc1C(=O)Nc1nnc(COC)s1
85	-0.05	i	CCC(C(=O)NC1CCCCC1)N(Cc1cccs1)C(=O)CCC(=O)Nc1cc(C)on1 (stereo unspecified)
86	0.34	i	CCOC(=O)c1cc2c(=O)n3ccccc3nc2n(C(C)C)c1=NC(=O)c1ccco1
87	0.67	i	COc1ccc(CCNC(=O)C2CC3Cn4c(nc5cc(C)c(C)cc54)C3N2C)cc1 (stereo unspecified)
88	0.1	i	Cc1ccc(N(C(=O)Cn2nnc3ccccc32)C(C(=O)NCc2ccco2)c2ccc(C)o2)cc1 (stereo unspecified)
89	0.14	i	O=C(NC1CCCC1)C(c1cccnc1)N(C(=O)c1csnn1)c1ccccc1 (stereo unspecified)
90	-0.98	i	O=C(Oc1ccc(Br)cc1C(=S)N1CCCC1)c1ccccc1Cl
91	-0.04	i	CCCOc1ccccc1C(=O)NCCCC(=O)O
92	-0.07	i	CCCCOc1ccc(S(=O)(=O)n2c(C)nc3ccccc32)cc1
93	0.11	i	COc1ccc(OC)c(C2C(C(=O)N(C)C)=C(C)Nc3nc4ccccc4n32)c1 (stereo unspecified)
94	0.49	i	CCc1c(C(C)S(=O)(=O)c2ccccc2)[nH]c(=O)n1CC (stereo unspecified)
95	1	i	CN(C)CCN(Cc1cc2cc3c(cc2[nH]c1=O)OCO3)C(=S)NCc1ccco1
96	1	i	CC(CN1CCCC1)C(=O)NN (stereo unspecified)
97	-1.6	i	CC(=O)Nc1ccc(S(=O)(=O)Nc2nc(C)nc3sc4c(c23)CCC4)cc1
98	-0.18	i	O=C(c1ccc2c(c1)OCO2)N1CCN(S(=O)(=O)c2ccc(Cl)cc2)CC1
99	0.18	i	COc1ccccc1N1CCN(/N=C/c2cc([N+](=O)[O-])ccc2Cl)CC1
100	1.5	i	CCNC(=S)NS(=O)(=O)c1ccc(F)cc1
101	-1.2	i	CC(OC(=O)CCN=C1NS(=O)(=O)c2ccccc21)C(=O)Nc1ccc(F)cc1 (stereo unspecified)
102	-3	i	CCN(CC)CCCNC(=O)C1CCC(CNS(=O)(=O)c2ccc(Cl)cc2)CC1 (stereo unspecified)
103	-0.83	i	O=C(COc1coc(CN2CCN(c3ccccc3)CC2)cc1=O)Nc1ccc(F)cc1
104	-2.3	-6*	CCOC(=O)c1cc(C)sc1NC(=O)C(c1ccccc1)c1ccccc1
105	-0.74	i	COc1ccccc1-n1cnnc1SC(C)C(=O)Nc1cccc([N+](=O)[O-])c1 (stereo unspecified)
106	0.28	i	Cn1c(=O)n(C)c2cc(S(=O)(=O)NCC(=O)O)ccc21
107	-2.1	i	Cc1cccc(NC(=O)Cn2c(=O)n(Cc3ccccc3)c(=O)c3c(C)c(C)sc32)c1
108	2.2	i	O=c1[nH]ncc(NCCCO)c1Cl
109	0.05	i	Cc1ccc(C(=O)NCc2ccco2)cc1S(=O)(=O)N1CCOCC1
110	1.3	i	CCCC(=O)C1=C(O)C(C(=O)OC)C(C)(C)CC1=NCCc1ccccc1 (stereo unspecified)
111	1.4	i	CC(=O)N1CCC(C(=O)Nc2ccc(S(=O)(=O)NCCc3ccccc3)cc2)CC1
112	-0.07	i	CCn1c(SCc2nc3ccccc3[nH]2)nnc1-c1cnccn1
113	-0.89	i	Cc1cccc(CSCCNC(=O)CSCc2ccc([N+](=O)[O-])cc2)c1
114	1.7	i	CC1Cc2cc(/C(O)=C3/C(=O)C(=O)N(CCN4CCOCC4)C3c3cccc(O)c3)ccc2O1 (stereo unspecified)
115	2.1	i	COC(=O)CN1C(=S)N(c2ccc(F)cc2)C(=O)C1CC(=O)Nc1ccc(OC)cc1 (stereo unspecified)
116	-0.14	i	COc1cc(C(=O)NCc2ccncc2)cc(OC)c1OC
117	1.2	i	Cc1c(NC(=S)N/N=C/C=C/c2ccccc2)c(=O)n(-c2ccccc2)n1C

Screening data deposited in PubChem BioAssay by Johns Hopkins Ion Channel Center.
